T cell HTS: modulators of CD8 T cell-vesicle binding, primary screen, mouse 2C CD8+ T cells, flow cytometry; 2C CD8+ T cell-vesicle binding; stronger effect = lower value; calls only at 7 µM; 330,000 tested, 0.068% active;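 active means response, share of CD8 T cells binding vesicles, and their 90th percentile fluorescence all below set limits, cut at about 80% in these data, passing the limit was not always enough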
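Assay system: 2C TCR transgenic mouse naive CD8+ T cells, MACS-purified | Read-out: CD8+ gate FL2 mean fluorescence as % of same-row positive control | Signal: High-throughput flow cytometry with anti-B7-1 and anti-CD8 staining | Timing: Binding step 1.5 h, 37 °C, antibody labelling 20 min, ice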
K1F lysis inhibition: inhibition of K1F phage lysis, E. coli UTI89, bacterial capsule biogenesis inhibitors, alamar blue (AID 488966); E. coli UTI89 K1F phage lysis, alamar blue, 2 h; higher % means a stronger effect; one-dose inhibition, % at 100 µM; IC50 in µM for titrated hits; 340,000 tested, 0.02% active;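 active means phage lysis inhibition, versus mean bacterial control, above a set limit; inconclusive means no clear call, values can overlap the other calls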;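 further: capsule biogenesis inhibitors block K1F phage lysis so surviving cells raise fluorescence; higher fluorescence means more inhibition of phage lysis; actives were called in the ten point dose series up to 300 µM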
West Nile virus CPE: West Nile virus antiviral activity, cell-based, CPE readout (AID 1621); West Nile virus-infected cells, CPE inhibition; higher % means a stronger effect; one-dose CPE inhibition, % at 10 µM; IC50 in µM for titrated hits; 290,000 tested, 0.02% active; in the data active means a potency from the dose series; inconclusive means CPE inhibition mostly from about 3.7% at the one dose, without a potency; inactive means the rest, 99 in 100 with CPE inhibition below about 2.2%; further: strong numbers were not always called active
RSV antiviral HEp-2: RSV antiviral activity via CPE protection, HEp-2 cells, primary 10 µM value included (AID 2391) | HEp-2 cells, RSV-induced CPE inhibition; higher % means a stronger effect | 310,000 tested, 0.13% active | one-dose CPE inhibition, % at 10 µM; IC50 in µM for titrated hits; in the data active means a potency from the dose series; inconclusive means CPE inhibition mostly from about 23% at the one dose, without a potency; inactive means the rest, 99 in 100 with CPE inhibition below about 21%; further: strong numbers were not always called active
Dengue-2 NS5 capping: Dengue-2 NS5 methyltransferase inhibitors, primary screen, biochemical, confirmation dose response (AID 588689). Genome polyprotein (Dengue virus type 2 (strain 16681-PDK53)). Dengue-2 NS5 methyltransferase capping enzyme assay, biochemical; higher % means a stronger effect. 340,000 tested, 0.3% active. one-dose inhibition, % at 25 µM; IC50 in µM for titrated hits; in the data active means a potency from the dose series; inconclusive means inhibition above about 29% without an active follow-up result
Salmonella PhoP GFP: inhibitors of PhoP regulon expression, primary screen, Salmonella Typhimurium, GFP reporter (AID 1863). S. Typhimurium PhoP-regulated promoter GFP reporter, 4 h; higher % means a stronger effect. inhibition, % at 50 µM, or IC50 in µM where a hit was titrated. 300,000 tested, 0.16% active;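 active means inhibition over 29.93%, a cutoff 3 SD above the screen mean, later confirmed by dose response; inconclusive means inhibition over 29.93% but no dose response follow-up; inactive means inhibition at most 29.93% or unconfirmed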;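 further: 0% = low Mg2+ inducing control and 100% = high Mg2+ repressing control; strong numbers were not always called active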
NTR1 agonist: agonists of NTR1, primary screen, imaging, U2OS cells, beta-arrestin-GFP, high content (AID 493036); Neurotensin receptor type 1 (Homo sapiens), P30989; NTR1-U2OS beta-arrestin-GFP spot imaging, agonist mode; activation, % at 20 µM; 330,000 tested, 0.17% active;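 active means activation at or above 40% of the spot to cytoplasm intensity ratio, with at least 20 cells analyzed; inconclusive means wells under 20 cells, flagged as cytotoxic or low count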;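 further: 0% = DMSO without peptide and 100% = 100 nM NTR1 peptide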
Target sequence (P30989 whole entry, looked up): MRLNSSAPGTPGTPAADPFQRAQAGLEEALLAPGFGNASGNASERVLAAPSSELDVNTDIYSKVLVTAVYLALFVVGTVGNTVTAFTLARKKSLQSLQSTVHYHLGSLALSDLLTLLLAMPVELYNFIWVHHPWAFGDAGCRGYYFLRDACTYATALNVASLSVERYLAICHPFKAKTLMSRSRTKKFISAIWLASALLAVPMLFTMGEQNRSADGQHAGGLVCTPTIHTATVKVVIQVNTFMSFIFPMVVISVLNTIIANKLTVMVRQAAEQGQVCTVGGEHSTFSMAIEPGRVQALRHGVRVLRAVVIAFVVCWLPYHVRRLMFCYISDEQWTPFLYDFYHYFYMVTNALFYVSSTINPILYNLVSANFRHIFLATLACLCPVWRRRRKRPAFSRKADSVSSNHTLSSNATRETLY
Large T inhibition: SV40 large T antigen inhibitors, biochemical (AID 1903); SV40 large T antigen ATPase/helicase inhibition assay; higher % means a stronger effect; one-dose inhibition, % at 20 µM; IC50 in µM for titrated hits; 310,000 tested, 0.39% active; in the data active means a potency from the dose series; inconclusive means inhibition mostly from about 32% at the one dose, without a potency; inactive means the rest, 99 in 100 with inhibition below about 32%; further: strong numbers were not always called active
MgcRacGAP inhibition: MgcRacGAP GTPase-activating activity inhibitors, confirmation, biochemical, ADP Hunter fluorescence; MgcRacGAP-stimulated Rac1 GTP hydrolysis, ADP Hunter fluorescence; higher % means a stronger effect; GST-tagged Rac1 F28L mutant substrate; inhibition, % at 30 µM; hits with a dose series show IC50 in µM; 340,000 tested, 0.6% active; AID 624330, 2012;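 active means first-screen hits whose inhibition reached a set limit at any dose in the follow-up dose series; inconclusive means inhibition above the set first-screen limit but never retested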;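 further: fluorescence reports GDP produced by GAP-driven GTP hydrolysis; strong numbers were not always called active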
T cell HTS vesicle-bound %: also measured in T cell HTS; calls as there; double positive events, %; measured here: CD8+ vesicle-bound cell fraction;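 binding gate set so that unloaded-vesicle control wells show 10% double positive cells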
NTR1 agonist cell count 20 µM: also measured in NTR1 agonist; calls as there; cell count; measured here: cell count, cytotoxicity flag
Starred values were filed as active, the others as inactive; i = inactive; ? = inconclusive; . = no result given; [ ] = another dose, or the depositor's remark.

SMILES | T cell HTS | T cell HTS vesicle-bound % | K1F lysis inhibition | West Nile virus CPE | RSV antiviral HEp-2 | Dengue-2 NS5 capping | Salmonella PhoP GFP | NTR1 agonist | NTR1 agonist cell count 20 µM | Large T inhibition | MgcRacGAP inhibition
O=C1NCCCC1C(=O)N/N=C/c1ccccc1[N+](=O)[O-] (centres undefined) | i | 17 | -0.6% | 1.0% | 2.2% | 5% | 3% | 0.0 | 47 | 10% | 10%
COC(=O)c1cc(S(=O)(=O)NCC2CCN(CCc3cccs3)CC2)c[nH]1 | i | 32 | 0.5% | -0.2% | -0.1% | -6% | -9% | -0.4 | 56 | 13% | 9%
O=C(COC(=O)CN1C(=O)c2ccccc2C1=O)Nc1ccccc1[N+](=O)[O-] | i | 52 | 0.5%[50 µM] | . | 0.9% | -12% | . | 1.2 | 89 | . | 1%
Cc1ccccc1NC(=O)NCc1ccco1 | i | 31 | -3.4% | -0.1% | 0.3% | -4% | 5% | -2.0 | 48 | 0% | -8%
CNc1oc(-c2ccccc2Cl)nc1P(=O)(c1ccccc1)c1ccccc1 | i | 63 | 0.3%[50 µM] | -0.2% | 11% | -5% | 6% | 19 | 65 | 1% | 11%
CC(=O)N1CCc2c(sc(NC(=O)c3cccc(N4C(=O)CCC4=O)c3)c2C(N)=O)C1 | i | 58 | -0.3% | 0.1% | 1.1% | -10% | 2% | -0.1 | 72 | -2% | 7%
COc1ccc(-c2c(C(F)(F)F)nn(C)c2NC(=O)c2cccnc2)cc1 | i | 23 | . | -0.1% | . | . | -1% | -0.5 | 32 | -5% | .
COc1ccc(C=C(c2ccc(OC)cc2)c2ccc(OC)cc2)cc1 | i | 11 | 0.4% | 1.0% | 0.1% | -2% | -2% | 1.0 | 42 | 12% | 1%
O=C(Nc1ccc2c(c1)C(=O)NC2=O)c1ccccc1Cl | i | 40 | -0.4% | -0.1% | 2.6% | 1% | . | -2.6 | 39 | . | 2%
CC(=O)NC(Cc1ccc(O)cc1)C(=O)NN (centres undefined) | i | 52 | -0.3% | -0.1% | 0.4% | -6% | -3% | 0.5 | 39 | 8% | 1%

In the list so far, 2 have an aryl methoxy group.
SMILES | T cell HTS | T cell HTS vesicle-bound % | K1F lysis inhibition | West Nile virus CPE | RSV antiviral HEp-2 | Dengue-2 NS5 capping | Salmonella PhoP GFP | NTR1 agonist | NTR1 agonist cell count 20 µM | Large T inhibition | MgcRacGAP inhibition
COc1ccc(-c2c(C(F)(F)F)nn(C)c2NC(=O)c2cccnc2)cc1 | i | 23 | . | -0.1% | . | . | -1% | -0.5 | 32 | -5% | .
COc1ccc(C=C(c2ccc(OC)cc2)c2ccc(OC)cc2)cc1 | i | 11 | 0.4% | 1.0% | 0.1% | -2% | -2% | 1.0 | 42 | 12% | 1%

More entries
SMILES | T cell HTS | T cell HTS vesicle-bound % | K1F lysis inhibition | West Nile virus CPE | RSV antiviral HEp-2 | Dengue-2 NS5 capping | Salmonella PhoP GFP | NTR1 agonist | NTR1 agonist cell count 20 µM | Large T inhibition | MgcRacGAP inhibition
CC1CN(C(=O)c2ccc(-c3ccccc3Cl)o2)CC(C)O1 (centres undefined) | i | 20 | 0.9%[50 µM] | . | -0.2% | -1% | 3% | 0.6 | 71 | 0% | 8%
CC1=C(C(=O)N2CCOCC2)C(c2ccc(Br)cc2)NC(=S)N1c1ccccc1 (centres undefined) | i | 4 | 0.5% | -0.2% | 1.3% | -7% | -12% | -0.3 | 39 | 11% | 6%
CCOc1ccc(C(=O)N2CCN(c3ccccn3)CC2)cc1OCC | i | 14 | 0.2% | -0.6% | 0.1% | -9% | -5% | 0.4 | 73 | 4% | -3%
CCOC(=O)C1CCCN(C(=O)CCc2nc3sc4c(c3c(=O)[nH]2)CCCC4)C1 (centres undefined) | i | 26 | 0.3%[50 µM] | . | 2.6% | -11% | . | 0.4 | 42 | . | 7%
COc1ccc(CCN2CC(C(=O)OCC(=O)N(C)Cc3ccccc3)CC2=O)cc1OC (centres undefined) | i | 25 | 0.5%[50 µM] | . | 0.9% | -10% | . | -0.5 | 58 | . | -7%
COc1ccc2nc(COC(=O)c3ccco3)c(C(C)=O)[n+]([O-])c2c1 | i | 20 | 0.3% | 0.2% | -0.5% | -1% | 0% | -0.3 | 71 | 6% | 3%
Nc1nc(CN2CCc3ccccc3C2)nc(Nc2ccccc2)n1 | i | 46 | 0.6% | 0.1% | ? | -6% | 4% | 0.1 | 85 | 1% | -3%
CC(C)c1ccc(NC(=O)CN2CCN(C(=O)C3CCCO3)CC2)cc1 (centres undefined) | i | 7 | 0.1%[50 µM] | -0.3% | 0.7% | -6% | -6% | 2.2 | 62 | 13% | 5%
Nn1c(SCC(=O)Nc2c(Cl)cccc2Cl)nncc1=O | i | 60 | 1.6%[50 µM] | . | 1.9% | 4% | -2% | 1.1 | 49 | 16% | 10%
O=C(CSc1nc2ccccc2c(=O)n1C1CC1)NCc1ccccc1 | i | 43 | 0.0% | 0.1% | 2.1% | -10% | -5% | 2.9 | 97 | 7% | 7%
CCCCN(C)C(=O)c1cc2c(s1)-c1ccccc1S(=O)(=O)C2 | i | 35 | -0.7%[50 µM] | -0.2% | 17% | -6% | -4% | -0.1 | 53 | 13% | 1%
CCOC(=O)N1CCc2c(sc3c2c(=O)n(Cc2ccccc2)c(=O)n3Cc2ccc(C)cc2)C1 | i | 33 | -1.9% | . | 12% | -3% | -8% | 1.2 | 91 | 3% | 8%
COc1ccccc1CNC(=O)Cc1ccc(Br)cc1 | i | 50 | 6.3% | -1.5% | 4.1% | 0% | -3% | -0.6 | 56 | 2% | 1%
CC1CCCN(CC(O)COCc2ccc3c(c2)OCO3)C1 (centres undefined) | i | 35 | 0.2% | -0.4% | 0.2% | -3% | -5% | 0.4 | 71 | 30% | 2%
COc1cccc(C(C(=O)NC(C)(C)C)N(C(=O)CCC(=O)Nc2cc(C)on2)c2ccc3c(c2)OCCO3)c1OC (centres undefined) | i | 42 | 0.0% | -0.4% | 1.7% | -2% | 6% | 0.4 | 42 | 9% | 4%
CCC(Cc1ccccc1)NC(=O)CCn1cccc1 (centres undefined) | i | 38 | 0.3% | -0.4% | 1.0% | 1% | 2% | -2.6 | 96 | 3% | 10%
O=C(Oc1ccc2c(c1)OCO2)c1cccs1 | i | 46 | -0.6% | -0.8% | 0.3% | -3% | 12% | -1.9 | 71 | 5% | 16%
O=C(Cn1cnnn1)NCCc1ccc(Cl)cc1Cl | i | 22 | 0.3% | 0.1% | 1.0% | -3% | 4% | 1.4 | 47 | 3% | 4%
Cc1ccc(C)c(S(=O)(=O)N2CCN(C(=O)c3cccnc3)CC2)c1 | i | 16 | -0.1% | -0.5% | 1.6% | 1% | -1% | 1.3 | 59 | 8% | -2%
CCCCn1c(N)c(N(C(=O)CSc2nnnn2-c2ccccc2)C2CCCC2)c(=O)[nH]c1=O | i | 37 | 1.0%[50 µM] | . | -0.6% | 4% | . | -1.2 | 51 | . | 5%
CC(CCCC(C)(C)O)NC(=O)c1ccc2oc(CCc3ccccc3)nc2c1 (centres undefined) | i | 65 | -0.1% | -1.0% | 15% | -7% | -6% | -0.2 | 67 | 6% | 6%
CC1CN(CCc2ccccc2)c2nc3c(c(=O)n(CC(N)=O)c(=O)n3C)n2C1 (centres undefined) | i | 11 | 0.1% | 0.2% | -0.3% | 3% | 5% | -0.9 | 51 | 4% | 10%
Cc1ccc(OCC(=O)NNC(=O)c2ccc(-n3cncn3)c([N+](=O)[O-])c2)cc1 | i | 22 | 0.6%[50 µM] | . | -1.0% | -3% | -5% | 0.3 | 65 | 11% | 7%
CCNC(=O)C1CC(=O)N(CCCc2ccccc2)C(=Nc2ccccc2)S1 (centres undefined) | i | 59 | 0.6% | -0.5% | -0.2% | 1% | 2% | 3.6 | 57 | 8% | 10%
C/C(=N\S(=O)(=O)c1ccc(C)cc1)NC(=S)Nc1ccc(C)cc1 | i | 54 | 0.0% | -0.7% | -0.8% | -8% | -10% | -0.2 | 42 | -2% | 9%
O=C(NN1C(=O)C2C(C1=O)C1C=CC2C12CC2)c1ccc(Cl)cc1 (centres undefined) | i | 25 | -0.5% | -0.1% | 0.0% | -14% | 0% | 3.1 | 54 | 5% | -4%
CC(=O)Nc1ccc(-c2nc3cc(Cl)ccc3o2)cc1 | i | 62 | 0.2% | -0.7% | 7.3% | 0% | 2% | 0.9 | 69 | -2% | 4%
O=C(C1CC(=O)N(c2ccccc2F)C1)N1CCOCC1 (centres undefined) | i | 34 | -0.1%[50 µM] | . | . | -7% | . | 1.0 | 71 | . | 5%
CCOc1ccc(CN(C)CC(=O)NCc2ccccc2Cl)cc1 | i | 55 | 0.8% | -1.2% | 4.5% | -7% | 5% | 0.4 | 70 | 10% | 7%
Cc1ccccc1NC(=O)C1CCCN(S(=O)(=O)c2c(C)noc2C)C1 (centres undefined) | i | 32 | 1.7% | -0.1% | 0.3% | 3% | 1% | -4.3 | 101 | 4% | -14%
NC(=O)COC(=O)c1ccccc1OCc1ccc(Cl)cc1 | i | 55 | 0.3% | -0.6% | 0.5% | -5% | 2% | 1.8 | 53 | 5% | 2%
CCOc1ccc(CC(=O)N/N=C/c2sccc2C)cc1 | i | 57 | 0.1%[50 µM] | -0.6% | 1.5% | -1% | -3% | 1.0 | 53 | 12% | 12%
COc1ccc(C2CC(=O)OC3=C2C(=O)CC(C)(C)C3)c(OC)c1 (centres undefined) | i | 23 | 0.7% | 0.0% | 0.8% | -3% | -6% | 1.0 | 44 | 12% | 1%
Cn1c(CCN2CCCCC2)nc2cc(NS(=O)(=O)c3ccc(Cl)cc3)ccc21 | i | 8 | -0.1% | ? | -0.7% | -4% | 4% | -0.8 | 64 | 14% | 15%
O=C(N/N=C/c1cccc([N+](=O)[O-])c1)c1c[nH]c2ccccc12 | i | 20 | 0.1% | -0.1% | 2.4% | -5% | . | -0.3 | 51 | 2% | 6%
CC1=NC(C(F)(F)F)(C(F)(F)F)C2=C(CC(C)(C)CC2=O)N1Cc1ccco1 | i | 34 | 2.7% | -0.3% | 0.3% | -7% | -6% | 2.0 | 47 | . | -5%
CCOc1ccc(-c2nnc(SCC(=O)Nc3ccc4c(c3)c3ccccc3n4CC)n2N)cc1 | i | 38 | 1.0% | ? | 2.4% | 0% | -6% | 22 | 88 | 9% | 3%

Screening results as filed in PubChem BioAssay.
